Arr AP2 block: inhibitors of human beta-arrestin and AP2 interaction; FITC-arrestin peptide / GST-AP2 beads, flow cytometry; AP2 beta2 appendage carries R879A mutation; inhibition, % at 10 µM; hit rate 0.31% among 340,000; AID 504490;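 active = inhibition above a set limit, near 3 SD of compounds lacking own fluorescence, cut at about 54% in these data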;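 note: plate controls were DMSO wells for no effect and 5 µM unlabelled arrestin peptide for full effect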
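Material – AP2 appendage R879A on GSH beads · Buffer or medium – PBS with 0.05% Tween 20 and 0.1% BSA · Probe or stimulus – fluorescein-tagged arrestin peptide at 50 nM final · Incubation – compound with beads 12 min RT, then probe 1 h RT · Detection – high-throughput flow cytometry of beads, ex 488, em 535 nm · Evaluation – percent response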
Pemphigus Ab inh: inhibitors of pemphigus antibody binding to human desmoglein-3 | DSG3-coupled beads, scFv-anti-DSG3-GFP binding, flow cytometry; active compounds read low | binding (percent of control), % at 10 µM | hit rate 0.48% among 310,000;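 active = binding more than 3 SD below its plate's average and above zero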;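 note: hits lower antibody fragment binding to DSG3; some compounds called inactive have numbers as strong as hits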
NSD2 inh: inhibitors of human histone methyltransferase NSD2. inhibition, % at 12.5 µM. NSD2 peptide methylation, AlphaScreen, 120 min. AID 743445. hit rate 0.54% among 310,000. O96028; in the data active = inhibition above about 50%
Cardiac RTF inh: cardiac RTF calcium desensitization | P19429+P45379 | hit rate 0.12% among 340,000 | IANBD-labeled cardiac RTF, Ca2+ fluorescence | inhibition, % at 7.15 µM;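 active = inhibition above the mean inhibition of all tested compounds plus 3 SD, cut at about 17% in these data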;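 note: assay run at fixed EC70 calcium of 1.6 mM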
CAL PDZ FP-1: blocks peptide binding to the human CAL PDZ domain | Q9HD26 | purified CAL PDZ, TMR-peptide fluorescence polarization, 1 h | inhibition, % at 24.9 µM | hit rate 0.92% among 300,000 | AID 602252;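 active = mean inhibition of at least 30% with at least half of replicates also reaching 30%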;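 note: 0% = DMSO neutral control and 100% = excess unlabeled competitor peptide PRC23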
CAL PDZ FP-2: inhibitors of human CAL PDZ peptide binding | hit rate 0.02% among 330,000 | Q9HD26 | purified CAL PDZ, TMR-peptide fluorescence polarization, 1 h | AID 504414 | inhibition, % at 20 µM;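 active = highest replicate inhibition of at least 40%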;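 note: plate controls were DMSO neutral control wells for no effect and unlabeled competitor peptide control wells for full effect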
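Material – purified CerCALP PDZ construct · Detection – FP readout, S and P plane fluorescence · Measure – percent inhibition from loss of millipolarization · Controls – unlabelled peptide for full inhibition, DMSO wells as neutral · Probe or stimulus – TMR-labelled reporter peptide T*-PRC34 bound in PDZ groove · Times – 1 h at RT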
LANA DNA inh: blocks KSHV LANA C-terminal domain binding to DNA; MBP-C-LANA/FAM-LBS DNA binding, fluorescence polarization; inhibition, % at 9 µM; hit rate 0.078% among 340,000; AID 504423;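 active = highest replicate inhibition at or above 60% at 9 µM, even if other replicates fall short; inactive = all replicates below 60% inhibition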;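 note: 0% = neutral control wells and 100% = 4 µM acridine orange control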
Keap1-Nrf2 PPI: disrupts human Keap1 binding to Nrf2 peptide | Q14145 | inhibition, % at 9.4 µM | hit rate 0.15% among 340,000 | Keap1 Kelch-Nrf2 peptide fluorescence polarization, 1536-well | AID 504523; in the data active = inhibition above about 12%;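 note: human Keap1 Kelch domain with fluorescein labeled Nrf2 9mer peptide probe; 0% = neutral control wells and 100% = peptide positive control; higher means more block of Keap1 binding to Nrf2 peptide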
V-ATPase pH: regulators of yeast V-ATPase proton transport | S. cerevisiae, pHLuorin cytosolic pH fluorescence | response, % at 10 µM | hit rate 0.37% among 350,000 | AID 504577; in the data active = response mostly above about 7.3%, no sharp cut-off; inactive = mostly below about 5.4%; note: actives read high; inactives centre near 0; some compounds called inactive have numbers as strong as hits
DAGLB inh: diacylglycerol lipase beta (human) inhibition | HEK293T DAGLB membrane lysate, EnzChek fluorogenic substrate | hit rate 0.059% among 340,000 | inhibition, % at 5.17 µM | AID 504411 | Q8NCG7; in the data active = inhibition above about 34%;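 note: 0% = enzyme with vehicle and 100% = wells lacking enzyme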
Numbers without * were called inactive; . = no result given. An excerpt (hit frequency here may not be typical).

SMILES	Arr AP2 block	Pemphigus Ab inh	NSD2 inh	Cardiac RTF inh	CAL PDZ FP-1	CAL PDZ FP-2	LANA DNA inh	Keap1-Nrf2 PPI	V-ATPase pH	DAGLB inh
Oc1[nH]c2ccccc2c1N=Nc1nncc2ccccc12	-13	89	.	0	52*	-0.1	-1.8	7	-1	4
CC1(C)NC(=O)N(CC(=O)N2CCN(c3cccc(Cl)c3)CC2)C1=O	-9	96	-3	1	-6	-1.3	0.5	4	0	-2
Cc1ccc2c(CN3CCCCC3)cc(=O)oc2c1C	0	103	1	-3	3	-0.2	-1.5	-1	2	-3
COc1ccc(N/C=C2\CCOC2=O)cc1	13	111	0	1	.	-1.5	-1.6	1	-3	-1
O=C(Nc1c(C(=O)O)[nH]c2ccccc12)c1cccc(C(F)(F)F)c1	21	99	.	8	15	0.3	-0.5	-1	4	8
CCCCc1nc2cc(Cl)ccc2o1	16	107	.	10	-9	0.2	1.0	-4	-1	0
O=C(NCc1cccc(Cl)c1)NC(=O)c1csc([N+](=O)[O-])c1	-20	112	-2	2	-3	-0.6	1.4	4	1	4
CSc1sc(C(=O)N2CCc3ccccc32)cc1S(=O)(=O)C(C)C	-8	115	.	-6	2	-1.5	-0.7	-1	3	-4
FC(F)Oc1ccc(NC(=S)NCc2ccccc2)cc1	34	97	0	-14	3	-2.7	-2.5	0	-1	-3
CCOC(=O)[C@@H]1[C@H]2COc3ccc(Br)cc3[C@H]2N2C(=O)N(c3ccc(C)cc3)C(=O)[C@@]12C	-8	100	.	9	-3	-0.5	0.9	0	0	0
Cn1c(=O)c2c(ncn2CC(=O)OCC(=O)Nc2cc(Cl)ccc2Cl)n(C)c1=O	11	98	1	-4	-4	-0.5	-0.2	-2	2	0
CCOc1ccc2nc(NC(=O)CSc3nnnn3C3CCCCC3)sc2c1	1	122	-1	-6	-2	-2.2	-0.5	-3	2	-5
O=C(CN1CCN(CC(=O)c2ccccc2)CC1)c1ccccc1	8	92	.	-1	-4	-0.7	-0.8	1	-2	0
CCOc1ccc(S(=O)(=O)N(C)C)cc1-c1nc2c(C(C)(C)C)nn(C)c2c(=O)[nH]1	12	105	.	-10	0	-1.4	1.1	1	-2	1
Clc1ccc(CSc2nnc(-c3ccc4c(c3)OCO4)o2)cc1	31	94	0	3	.	-1.3	-1.0	1	-1	-10
COc1ccc(OC)c(Nc2nc(-c3ccccc3O)nc3ccccc23)c1	-3	108	-8	8	-3	0.5	-0.4	-3	-1	1
COc1ccc(-n2cnnc2SCC(=O)NCc2cccs2)cc1	1	.	-1	-25	-2	-0.4	-2.5	-5	-2	-4
O=S(=O)(NCc1csc(-c2ccccc2)n1)c1ccc(Cl)s1	16	99	.	-7	-3	0.0	-1.0	-6	2	-5
Cc1cccc(/C=C2\CS/C(=C\c3cccc(C)c3)C2=O)c1	36	98	-2	-11	3	-3.0	0.4	-5	-4	-6
Cc1ccc(OCC(O)Cn2nc(C)cc2C)cc1 (configuration not stated)	-14	98	-2	-2	-6	-1.7	1.2	-2	-4	-6
CCOc1ncccc1C(=O)OCC(=O)c1ccc[nH]1	-12	98	0	-12	1	-0.9	1.6	-4	-2	-1
O=C(OCCCN1CCCC1)C1(c2ccccc2)CCCC1	-4	108	7	-6	7	-0.1	-0.8	1	-1	-2
COc1cc(CNCc2ccccn2)ccc1OCC(=O)NC(C)(C)C	-1	94	0	1	-3	-0.7	0.4	-3	-4	1
CCc1ccc(C2CC(=O)N(c3cccc(F)c3)C3=C2C(=O)OC3)cc1 (configuration not stated)	17	125	0	-2	5	24	-0.5	2	-1	-1
C[C@]12c3[nH]c4ccc(Cl)cc4c3CCN1C(=O)[C@@H](CC(=O)NCCC1=CCCCC1)C[C@@H]2C(=O)N1CCCCC1	-11	101	.	-3	-4	-0.8	-0.7	4	5	-1
SMILES	Arr AP2 block	Pemphigus Ab inh	NSD2 inh	Cardiac RTF inh	CAL PDZ FP-1	CAL PDZ FP-2	LANA DNA inh	Keap1-Nrf2 PPI	V-ATPase pH	DAGLB inh
CCOC(=O)NC(=O)CSc1nnc(C2CC2)n1Cc1ccco1	-2	97	0	-10	1	-2.3	0.1	-3	-1	2
Cc1cc(=O)n2cccc(O)c2n1	34	95	-5	8	1	0.2	0.0	-4	5	-5
O=C(N/N=C/c1ccncc1)/C(=C/c1ccccc1)NC(=O)c1ccccc1	-14	104	-1	-5	-3	-3.1	-0.4	2	-1	-3
CCN1CCCC1Cn1cnc2c([nH]c3ccc(OC)cc32)c1=O (configuration not stated)	-8	101	21	-6	-3	-2.0	0.8	0	3	-3
COc1ccc(NS(=O)(=O)c2ccc(-c3ccccn3)s2)cc1	4	109	-2	.	.	.	.	.	3	.
CC1(C)Cc2c(C#N)c(OCC(=O)c3ccc(Cl)cc3)nc(-c3ccco3)c2CO1	0	105	2	-2	.	-1.7	-0.8	1	0	-1
CCOC(=O)c1ccc(C(=S)N2CCCC2)cc1	13	102	-3	-5	-4	.	-1.9	-2	-3	-2
O=C(Nc1ccccc1N1CCOCC1)c1ccc2ccccc2n1	11	.	1	4	-2	-1.5	1.9	2	-2	-14
O=C1CC2(CCCCC2)Oc2ccccc21	3	105	.	7	-4	0.8	-1.7	-1	4	0
COc1ccc(/C(N)=N/OC(=O)C2CCC(=O)N2S(=O)(=O)c2ccc(C)cc2)cc1 (configuration not stated)	22	.	-1	8	-5	-3.1	0.3	1	-6	0
Cc1cc(C)n(-c2ccc(C)c(Cl)c2)n1	-14	100	-2	9	0	-2.5	0.9	-7	0	-1
Cc1ccc(N(C(=O)c2csnn2)C(C(=O)NC2CCCCC2)c2ccncc2)c(C)c1 (configuration not stated)	5	108	-2	-30	-3	-1.4	1.1	-2	0	-2
Cn1c(=O)cc(SCC(=O)NCCN2CCN(c3ccccc3F)CC2)c2cc(Cl)ccc21	-1	104	-2	1	2	0.4	0.2	-1	-3	4
COc1ccc(S(=O)(=O)NC(C)C(=O)NCc2ccncc2)cc1Cl (configuration not stated)	24	.	-6	-1	-3	-0.1	1.0	-1	-2	-1
CCC(=O)c1cn([C@@H](CCC(OC)OC)CC(=O)OC(C)(C)C)cc1CC	-4	106	.	6	-1	-1.6	1.0	-3	-8	0
CCOc1ccc(CCNC(=O)c2nnn(CC(=O)Nc3ccc(OC)c(OC)c3)c2N)cc1OCC	7	108	.	-7	0	-3.8	0.1	-5	-3	-1
COc1ccccc1-n1c(SC)nc(O)cc1=O	-9	98	.	-5	.	-1.2	0.2	0	-1	-2
O=[N+]([O-])c1cnn(-c2nc(-c3ccco3)cc(C(F)(F)F)n2)c1	2	84	-8	1	-4	-0.9	-1.5	9	-3	5
Cn1c(=O)c2c(nc(N/N=C/c3cccs3)n2Cc2ccc(Br)cc2)n(C)c1=O	70*	107	0	-8	-5	-1.9	1.5	1	0	6
COc1ccccc1NC(=O)c1ccccc1S(=O)(=O)c1ccc([N+](=O)[O-])cc1	-13	101	3	-3	72*	0.2	2.0	1	-1	1
COc1cccc(OCc2cc(C(=O)N(Cc3nccn3C)C(C)C)no2)c1	30	.	0	-3	3	0.1	-0.1	-1	2	2
O=C(CN1C(=O)c2ccccc2S1(=O)=O)NCCSc1ccccc1	4	104	-2	0	-7	-3.2	-1.9	-7	2	1
Cc1ccc(OCC(=O)NNC(=O)CSC(=S)N2CCCC2)cc1	30	99	-1	-4	-6	-2.5	0.8	3	-3	-1
CCCCOc1ccc(S(=O)(=O)N2CCCCCC2)cc1	2	88	-8	-5	-3	-2.6	-0.5	0	-3	-13
Cc1ccccc1-c1nc(CS(=O)CC(=O)NCc2ccc3c(c2)OCO3)c(C)o1 (configuration not stated)	0	102	18	7	-3	-3.0	0.1	-8	3	2

A draw from above in order of SMILES length, low to high:
SMILES	Arr AP2 block	Pemphigus Ab inh	NSD2 inh	Cardiac RTF inh	CAL PDZ FP-1	CAL PDZ FP-2	LANA DNA inh	Keap1-Nrf2 PPI	V-ATPase pH	DAGLB inh
O=C1CC2(CCCCC2)Oc2ccccc21	3	105	.	7	-4	0.8	-1.7	-1	4	0
CCCCOc1ccc(S(=O)(=O)N2CCCCCC2)cc1	2	88	-8	-5	-3	-2.6	-0.5	0	-3	-13
CCOC(=O)NC(=O)CSc1nnc(C2CC2)n1Cc1ccco1	-2	97	0	-10	1	-2.3	0.1	-3	-1	2
CCN1CCCC1Cn1cnc2c([nH]c3ccc(OC)cc32)c1=O (configuration not stated)	-8	101	21	-6	-3	-2.0	0.8	0	3	-3
O=C(N/N=C/c1ccncc1)/C(=C/c1ccccc1)NC(=O)c1ccccc1	-14	104	-1	-5	-3	-3.1	-0.4	2	-1	-3
O=[N+]([O-])c1cnn(-c2nc(-c3ccco3)cc(C(F)(F)F)n2)c1	2	84	-8	1	-4	-0.9	-1.5	9	-3	5

More records:
SMILES	Arr AP2 block	Pemphigus Ab inh	NSD2 inh	Cardiac RTF inh	CAL PDZ FP-1	CAL PDZ FP-2	LANA DNA inh	Keap1-Nrf2 PPI	V-ATPase pH	DAGLB inh
CC(=O)N/C(=C/c1ccc([N+](=O)[O-])cc1)C(=O)O	35	102	-2	-2	4	-0.8	0.9	4	0	-1
CC1Cn2c(nnc2-c2ccc(F)cc2)S1 (configuration not stated)	2	110	.	-7	.	0.0	-1.5	-3	-2	-1
C/C(=N\NC(=O)C1COc2ccccc2O1)c1ccccn1 (configuration not stated)	22	103	-1	10	-9	-1.6	-1.0	0	1	-1
Nc1nn(S(=O)(=O)c2ccccc2)cc1-c1ccc([N+](=O)[O-])cc1	7	96	6	2	-3	-0.8	-0.4	-1	3	-1
COC(=O)Nc1c(-c2ccccc2)nc2ccccn12	-4	100	-1	-9	-3	.	-1.3	6	0	1
COc1ccc(-c2nc3cc(C)ccn3c2NC(=O)c2ccccc2OC)cc1	-11	.	0	-1	-1	-1.3	1.1	-8	2	-2
Cc1nc(SCC(=O)N2CCC(C(N)=O)CC2)n[nH]1	12	88	3	6	-5	-0.7	-0.3	2	1	-2

High-throughput results from PubChem BioAssay.
